TDP-43 yeast inh – qHTS of TDP-43 Inhibitors; TDP-43 expressing yeast growth rescue, BacTiter-Glo, 24 h; Potency, µM (doses to about 46.1 µM), without a hit: at the highest dose growth rescue (activation), usual class: activators; hit rate 1.8% among 410,000; AID 652104, 2013; note: potency is the fitted concentration of half-maximal effect; % of control where 0% means no effect; nearly all actives have a fitted effect of over 50% in size
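Yeast expressing TDP-43 (pregrown in raffinose, seeded at OD600=0.02 in galactose medium) exposed to compounds 24 hr at 30 deg C. Growth read by BacTiter-Glo luminescence; rescue of toxicity appears as increased signal.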
DRD3 antagonist – qHTS of D3 Dopamine Receptor Antagonist: qHTS | D3R cells, DiscoveRx beta-arrestin luminescence, antagonist mode; stronger effect = lower value | max response, negative = inhibition, % | hit rate 2.5% among 360,000; in the data active = max response below about -50%; inconclusive = no clear call, values can overlap the other calls; note: % is set by controls: 0 for no effect and ±100 for the full control effect; mostly tested at two doses, the higher about 12 µM
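Cells expressing the human receptor were seeded at 1500 cells/well, incubated overnight at 37 degrees C in 5% CO2, then exposed to library compounds with dopamine controls for 90 minutes at 37 degrees C before luminescent detection.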
EPAC2 agonist – qHTS for Agonist of cAMP-regulated guanine nucleotide exchange factor 4 (EPAC2): primary screen | Rap guanine nucleotide exchange factor 4 (Homo sapiens), Q8WZA2 | EPAC2 activation, biochemical qHTS; response scale: 100% = 6.5 mM cAMP response | Potency, µM (titrated, usually from 154 µM), for inactives: top-dose activation, hits mostly activators | hit rate 0.079% among 360,000 | AID 720711, 2013; note: potency is the fitted concentration of half-maximal effect; nearly all actives have a fitted effect of over 50% in size
Target sequence (Q8WZA2 whole entry, looked up): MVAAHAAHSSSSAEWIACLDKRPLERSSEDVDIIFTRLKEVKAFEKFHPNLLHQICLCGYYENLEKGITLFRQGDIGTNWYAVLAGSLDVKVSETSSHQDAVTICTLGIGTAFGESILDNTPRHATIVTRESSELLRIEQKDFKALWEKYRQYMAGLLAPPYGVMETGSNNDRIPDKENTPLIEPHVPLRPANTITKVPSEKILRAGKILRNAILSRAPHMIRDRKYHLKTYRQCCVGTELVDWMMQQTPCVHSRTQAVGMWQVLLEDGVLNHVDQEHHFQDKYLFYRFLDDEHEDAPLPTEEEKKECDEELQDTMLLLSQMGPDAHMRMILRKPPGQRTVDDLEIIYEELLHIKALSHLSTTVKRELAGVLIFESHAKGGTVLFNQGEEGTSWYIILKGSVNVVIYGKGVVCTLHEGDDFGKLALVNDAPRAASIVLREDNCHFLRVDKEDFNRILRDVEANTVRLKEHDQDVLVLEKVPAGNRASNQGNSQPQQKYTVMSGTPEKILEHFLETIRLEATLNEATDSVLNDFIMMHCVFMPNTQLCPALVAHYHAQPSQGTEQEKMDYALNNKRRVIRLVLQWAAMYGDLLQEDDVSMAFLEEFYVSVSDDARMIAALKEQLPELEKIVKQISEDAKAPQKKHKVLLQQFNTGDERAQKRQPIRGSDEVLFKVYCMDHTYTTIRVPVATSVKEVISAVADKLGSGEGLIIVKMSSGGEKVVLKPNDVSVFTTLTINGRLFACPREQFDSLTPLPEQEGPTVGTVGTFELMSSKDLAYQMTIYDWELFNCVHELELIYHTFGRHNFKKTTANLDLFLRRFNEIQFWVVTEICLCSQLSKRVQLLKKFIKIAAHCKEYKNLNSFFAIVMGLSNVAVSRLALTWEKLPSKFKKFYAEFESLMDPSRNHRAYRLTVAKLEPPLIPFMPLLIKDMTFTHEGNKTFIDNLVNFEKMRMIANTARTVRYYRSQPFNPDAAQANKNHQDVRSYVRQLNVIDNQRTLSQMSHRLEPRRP
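Compounds were added across a concentration range to EPAC2 (100 nM), RAP1B-BODIPY-GDP (250 nM) and GDP (50 uM). After 5 min at room temperature, fluorescence was recorded at 5-min intervals for 30 min.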
D3 ag – qHTS of D3 Dopamine Receptor Agonist: qHTS. max activation, %. AID 652048, 2013. hit rate 0.58% among 410,000. D3R DiscoveRx beta-arrestin cells, luminescence, 90 min; in the data active = max activation above about 30%; note: 0% is about no effect; mostly tested at two doses, the higher about 12 µM
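Cells at 1500/well, incubated overnight, then treated with pinned compounds (dopamine as control) for 90 min at 37 degrees C. DiscoveRx reagent added for 30 - 60 minutes at room temperature; luminescence read.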
FUS yeast rescue – qHTS for Suppressors of FUS Proteinopathy: Primary screen using FUS-linked yeast assay; S. cerevisiae FUS-expressing, growth rescue, OD600, 24 h; Potency, µM (top dose mostly 76.6 µM), without a hit: top-dose growth rescue (activation), usual class: activators; hit rate 0.24% among 390,000;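 note: potency is the fitted concentration of half-maximal effect; plate controls were DMSO vehicle for no effect and reference control for full effect; nearly all actives have a fitted effect of over 55% in size; some results filed as inactive show a strong effect at the top dose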
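Toxicity suppression screen in FUS-yeast. Cells induced with 2% galactose, starting OD 0.005, treated 24hr at 30C with compounds at multiple final concentrations; growth by OD600.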
EPAC2 antagonist – qHTS for Antagonist of cAMP-regulated guanine nucleotide exchange factor 2 (EPAC2): primary screen; Rap guanine nucleotide exchange factor 4 (Homo sapiens), Q8WZA2; Potency, µM (series often up to 114 µM), inactives show at the top dose activity, negative = inhibition, most hits filed as inhibitors; hit rate 0.18% among 360,000; EPAC2 GEF exchange of Rap1B-BODIPY-GDP, fluorescence; note: potency is the fitted concentration of half-maximal effect; % is set by controls: 0 for no effect and ±100 for the full control effect; nearly all actives have a fitted effect of over 45% in size; many of its hits are not listed in these tables
aSyn yeast inh – qHTS of alpha-syn Inhibitors; hit rate 0.14% among 370,000; Potency, µM (series often up to 46.1 µM), for the others: at the top dose growth rescue (activation), actives largely listed as activators; Yeast expressing alpha-synuclein, growth rescue, BacTiter-Glo, 24 h; note: potency is the fitted concentration of half-maximal effect; % of control where 0% means no effect; nearly all actives have a fitted effect of over 65% in size
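Rescue of yeast growth: cells expressing toxic alpha-synuclein, induced in galactose at OD600 0.02, incubated with compound 24 h at 30 C. ATP luminescence quantified growth; inhibitors of toxicity appear as activators.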
Abeta rescue – qHTS for compounds that reverse cellular toxicity of Amyloid beta (A-beta) peptide in yeast: Primary Screen. AID 1347071, 2019. hit rate 0.063% among 410,000. yeast expressing A-beta42, growth rescue, OD600, 48 h; response scale: 0% DMSO, 100% iron-clioquinol control. Potency, µM (highest dose often 46.1 µM), inactives show at the highest dose growth rescue, actives largely listed as activators; note: potency is the fitted concentration of half-maximal effect; nearly all actives have a fitted effect of over 55% in size
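Yeast A-beta toxicity model in growth medium with pinned compounds, 48 h at 30 C; growth read as absorbance at 600 nm. Normalized to FeCl3/clioquinol equimolar mix (positive) and DMSO (negative).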
* hit, by the source's call; ? = inconclusive; · = not tested or not shown; & = joins results of further samples; [ ] = another dose, or the depositor's remark. Unless noted, calls come from the whole dose curve; as a rule, active = well fitted curve in the direction sought with a large enough effect; inconclusive = small, poorly fitted or top-dose-only effect, or another doubt; inactive = no such curve, though single readings can be large; an effect the other way counts as inactive or inconclusive. An excerpt; rates above refer to the full screens.

SMILES	TDP-43 yeast inh	DRD3 antagonist	EPAC2 agonist	D3 ag	FUS yeast rescue	EPAC2 antagonist	aSyn yeast inh	Abeta rescue
COc1cccc(C(=O)N(c2ccc(OC)cc2OC)C2C=CS(=O)(=O)C2)c1 (stereo not given)	-9%	-11	19%	-7	-6%	-6%	2%	2%
O=C(Nc1ccc(N2CCOCC2)cc1)c1cccc2ccccc12	-5%	-2	-4%	-6	12%	8%	-5%	-1%
COc1cccc(-c2ncc3ccccc3c2COC(=O)c2ccc(C(C)(C)C)cc2)c1	16%	4	7%	1	-11%	12%	6%	2%
Cc1nc(NC(=O)COC(=O)CNC(=O)c2ccco2)c(Cl)cc1Cl	4%	-2	-4%	10	·	1%	-2%	-8%
O=C(CN1C(=O)NC2(CCCCC2)C1=O)NCCc1ccccc1	2%	11	4%	4	-13%	6%	-2%	0%
COc1ccc(S(=O)(=O)N2CCCCC2)cc1NC(=O)Cn1cnc2ccccc2c1=O	-11%	0	10%	-1	11%	8%	-8%	-5%
COC(=O)c1cc(Br)c(=O)n(CCc2ccccc2)c1	12%	-1	-81%[inhibitor][15.6 µM]	0	-17%	?	-9%	-8%
Cn1c(-c2ccc(C=O)s2)nc2c3ccccc3c3ccccc3c21	7%	11	?	27	·	295%[activator]	0%	-4%
CCOc1ccc(CN(C)C(=O)[C@H](Cc2ccccc2)NC(=O)OCc2ccccc2)cc1OC	3%	24	10%	3	16%	-17%	-11%	1%
CCN1CCN(CC(O)COc2ccc3c(c2)CCC3)CC1 (stereo not given)	-3%	12	4%	2	·	18%	-3%	-9%
CC(=O)Nc1ccc(S(=O)(=O)Nc2cccc3cccnc23)cc1	-2%	-18	-6%	-1	-29%	7%	4%	-9%
COC(=O)c1cccc(C23CC4(C2)[C@H](CN(Cc2cccnc2)[C@@H]4c2ccccc2)C3c2ccc(C(F)(F)F)cc2)c1 (stereo not given in full)	-27%	-13	9%	-6	?	11%	-18%	4%
CN1C(=O)/C(=C/c2ccc(OCc3ccc(F)cc3)cc2)N(C)C1=S	11%	-12	14%	1	-5%	0%	-7%	-1%
COc1ccc(S(=O)(=O)N(C)CC(=O)Nc2ccc(F)cc2)cc1	25%	4	9%	2	-20%	-3%	1%	4%
CCOC(=O)c1c(NC(=O)C2C3CCC(O3)C2C(=O)O)sc(C)c1-c1ccc(C)cc1 (stereo not given)	7%	9	-8%	8	-5%	-5%	0%	-12%
[O-]c1c[n+](-c2ccccc2)no1	4%	9	5%	-4	-4%	0%	2%	5%
Clc1ccc(-c2nnc3cccc(Cl)n23)c(Cl)c1	26%	9	-2%[15.6 µM]	-3	-13%	-23%	4%	19%
CCOc1cc(C(=O)NC(C)CCc2ccccc2)cc(OCC)c1OCC (stereo not given)	-6%	15	-12%	-10	-2%	-6%	1%	15%
CCOC(=O)N1CCC(N2CCCC(C(=O)c3cccc(OC(C)C)c3)C2)CC1 (stereo not given)	-4%	-28	-4%	-26	11%	-2%	12%	3%
CN(C)CCOc1cccc(Br)c1	6%	?	-3%	-9	-9%	11%	-4%	-7%

3 compounds out of the list, arranged by formula weight, descending.
SMILES	TDP-43 yeast inh	DRD3 antagonist	EPAC2 agonist	D3 ag	FUS yeast rescue	EPAC2 antagonist	aSyn yeast inh	Abeta rescue
COC(=O)c1cccc(C23CC4(C2)[C@H](CN(Cc2cccnc2)[C@@H]4c2ccccc2)C3c2ccc(C(F)(F)F)cc2)c1 (stereo not given in full)	-27%	-13	9%	-6	?	11%	-18%	4%
CCOC(=O)c1c(NC(=O)C2C3CCC(O3)C2C(=O)O)sc(C)c1-c1ccc(C)cc1 (stereo not given)	7%	9	-8%	8	-5%	-5%	0%	-12%
CCOc1cc(C(=O)NC(C)CCc2ccccc2)cc(OCC)c1OCC (stereo not given)	-6%	15	-12%	-10	-2%	-6%	1%	15%

Following part
SMILES	TDP-43 yeast inh	DRD3 antagonist	EPAC2 agonist	D3 ag	FUS yeast rescue	EPAC2 antagonist	aSyn yeast inh	Abeta rescue
Cc1cccc(N2CCN(Cc3nc(CC4CC4)no3)CC2)n1	·	9	6%	6	2%	9%	3%	5%
Cc1[nH]n(-c2ccc(Cl)cc2)c(=O)c1N=Nc1cccnc1	24%	-9	2%	-3	-8%	5%	-1%	-17%
CCN(CC)CCN1C(=O)C(=O)/C(=C(/O)c2ccc(OC)cc2)C1c1ccco1 (stereo not given)	25%	-8	-3%	-6	14%	-6%	0%	13%
COc1ccc(NS(=O)(=O)c2cccc(C(=O)OCC(=O)Nc3cc(C)on3)c2)cc1	-3%	-10	-1%	2	-14%	-3%	2%	4%
CCC(c1nnnn1-c1ccc2c(c1)OCCO2)N1CCN(c2ccc(OC)cc2)CC1 (stereo not given)	19%	4	12%	-9	19%	-11%	8%	?
COC(=O)c1cccc(-n2nnnc2SCC(=O)Nc2cc(C)on2)c1	0%	-17	0%[15.6 µM]	-6	-4%	10%	6%	-1%
COC(Cc1nnc(SC)n1-c1ccc(Cl)cc1)OC	19%	5	1%	4	11%	2%	7%	1%
COc1ccccc1C(=O)NC(CCSC)C(=O)NC1CCCCCC1 (stereo not given)	-22%	?	6%	-15	11%	15%	3%	-16%
CCCCC(c1nnnn1CCOC)N1CCN(CC)CC1 (stereo not given)	-21%	-68*	-3%	-14	4%	2%	1%	-17%
Cc1ccc(Nc2nc(-c3ccc(S(=O)(=O)N4CCCC4)cc3)cs2)cc1C	-9%	3	-3%	18	42%	2%	-4%	9%
COc1ccc(-c2[nH][nH]c(=O)c2NC(=O)c2ccccn2)cc1	7%	-24	3%	0	-5%	-25%	1%	-13%
COc1ccccc1-c1cn(CC[C@@H]2CC[C@H](NC(=O)C3CCC3)[C@@H](CO)O2)nn1	9%	-12	0%	-9	5%	-20%	6%	-7%
CCc1ccc(NC(=O)CC2C(=O)N(c3cccc(C)c3)C(=O)N2Cc2cccc(OC)c2)cc1 (stereo not given)	7%	·	·	2	?	·	·	2%
O=C(CC1C(=O)NCCN1C(=O)Nc1ccc(F)cc1)Nc1cc(Cl)ccc1Cl (stereo not given)	13%	43	9%	6	8%	-2%	2%	2%
CC1(C)NC(=O)N(CCCOc2ccccc2Br)C1=O	-14%	-9	1%	-4	·	-5%	-1%	-1%
COC(=O)c1cc(NC(=O)CN2C(=O)C(=O)N(C3CCCC3)C2=O)cc(C(=O)OC)c1	-1%	-6	-2%	-10	·	-6%	-3%	4%
CCCC(=O)N1CCC1(C)C(=O)Nc1cc(-c2ccccc2)nn1C (stereo not given)	9%	0	5%	0	-8%	13%	-6%	5%
CSc1cccc(NS(=O)(=O)c2ccc3[nH]cc(C(=O)N4CCCCCC4)c(=O)c3c2)c1	?	·	·	9	-12%	·	·	0%
CCCCN1C(=O)C(CC(=O)NCc2ccco2)CC(C(=O)N2CCCCCC2)=C1C (stereo not given)	-11%	-6	-5%	4	1%	8%	-11%	-10%
CNC(=O)Nc1ccc2snnc2c1	0%	-20	6%	-5	-12%	4%	-16%	0%
COc1ccc(CCN2CC(C(=O)OCC(=O)Nc3c(C)nn(-c4ccccc4)c3C)CC2=O)cc1OC (stereo not given)	-22%	6	-3%	0	24%	?	1%	3%
COc1ccc(-c2c(C)nn3c(N4CCC5(CC4)OCCO5)cc(C)nc23)cc1OC	-3%	49	-4%	-2	?	-1%	-13%	18%
COCCNc1nnc(SCC(=O)NC(=O)c2ccc(Cl)cc2)s1	-11%	0	10%	10	2%	1%	-2%	1%
CC(C(C(=O)N1CCCCC1)N1CCCCC1)N1CCCCC1 (stereo not given)	-10%	2	6%	9	-3%	0%	3%	16%
COc1cc(Cl)c(C)cc1NC(=O)CCNC(=O)c1ccco1	-15%	-16	1%	0	5%	-1%	-3%	-10%
CC(=O)c1cccc(-c2ccnc3c2CC(C(=O)Nc2ccc4c(c2)OCO4)O3)c1 (stereo not given)	25µM*	-28	12%	-8	?	9%	14%	22%
CC(C)N(C(=O)CSc1nc2ccccc2n1Cc1ccccc1)C(C)C	10%	-25	-8%	0	1%	10%	0%	18%
O=C(C1=C(O)C(=O)N(c2nc3ccc(Cl)cc3s2)C1c1ccco1)c1ccco1 (stereo not given)	-29%	16	-7%	-22	40%	-1%	4%	-13%
O=S(=O)(Nc1ccccc1O)c1cccc2cccnc12	-14%	4	8%	5	-7%	0%	-1%	-3%
CN(C)CCNc1ncnc2sc(-c3ccccc3)cc12	5%	0	15%	-48	26%	-3%	-6%	-7%
Cc1cc(C(=O)Nc2nc3c(s2)CCCC3)cs1	0%	29	4%	-6	43%	-8%	-22%	0%
CCc1ccc(OCC(=O)N(Cc2ccco2)Cc2ccco2)cc1	5%	·	·	5	27%	·	·	-7%
Cc1onc(-c2ccccc2)c1C(=O)Nc1ccc(NC(=O)c2c(-c3ccccc3)noc2C)cc1	6%	10	8%	0	7%	7%	-2%	6%
CCc1ccc(Nc2cc(C(=O)NCCCN3CCOCC3)c3ccccc3n2)cc1	29%	1	2%	-7	-10%	-19%	8%	18%
C=CCn1nc2ccccc2c1OC	16%	-26	0%	-6	-27%	1%	0%	-8%
O=C(N/N=C/c1ccc(N2CCOCC2)o1)c1cccc(C(F)(F)F)c1	?	-22	11%	-1	15%	-3%	7%	7%
CCCC(=O)NC(=S)Nc1ccc(CN2CCOCC2)cc1	18%	-9	12%	-15	-23%	5%	-10%	14%
CCCN1CCN(CC2=C(C(=O)OCC)C(c3cccc(OC)c3OC)NC(=O)N2)CC1 (stereo not given)	3%	·	·	3	-18%	·	·	-2%
CC(=O)Nc1nonc1-c1nnc(SCC(=O)Nc2ccc(C)cc2)n1-c1ccccc1	22%[9.22 µM]	·	·	8	4%	·	·	6%
CN(c1ccccc1)S(=O)(=O)c1nnc(NC(=O)c2ccco2)s1	17%&25%	18	2%	-10&-7	23%&-13%	1%	-12%	3%&-2%
COc1ccc2nc(NC(=O)Cc3cccs3)sc2c1	?	-5	0%	5	19%	-3%	5%	?
Cc1ccc(OCCCC(=O)Nc2ccc(S(=O)(=O)Nc3ccccn3)cc2)cc1	-5%	3	2%	6	-14%	0%	-2%	2%
CCc1ccccc1NC(=O)CN(C)C(=O)CSc1nnc(Nc2cccc(C)c2)s1	10%	-9	-9%	2	33%	5%	-1%	10%

Source: PubChem BioAssay
